PLC-beta3 inh: blocks human PLC-beta3 enzyme activity; Purified PLC-beta3, fluorogenic substrate, fluorescence; Q01970; AID 720704; actives 0.18% (n = 370,000); inhibition, % at 12.2 µM; in the data active = inhibition above about 11%;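 also: 0% = median of compound wells on plate and 100% = full blocker control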
SMARCA2 act: activators of SMARCA2 function; actives 1% (n = 370,000); MG213 cells, MMTV-luciferase reporter, dexamethasone, overnight; activation, % at 9.1 µM; in the data active = activation above about 7.8%;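 also: 0% = vehicle wells and 100% = reference activator wells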
DAX1 inh-1: NR0B1 (DAX1) inhibition; P51843; HEK293 Gal4-DAX1 luciferase reporter, luminescence; inhibition, % at 6.75 µM; actives 0.99% (n = 340,000); AID 504766;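 active = inhibition above the mean over all tested compounds plus 3 SD, cut at about 4.2% in these data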;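 also: 0% = DAX1-transfected cells with DMSO and 100% = empty-vector control cells with DMSO; inhibition shows as a rise in luminescence from relieved DAX1 repression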
Target sequence (P51843 207-470 limits assumed): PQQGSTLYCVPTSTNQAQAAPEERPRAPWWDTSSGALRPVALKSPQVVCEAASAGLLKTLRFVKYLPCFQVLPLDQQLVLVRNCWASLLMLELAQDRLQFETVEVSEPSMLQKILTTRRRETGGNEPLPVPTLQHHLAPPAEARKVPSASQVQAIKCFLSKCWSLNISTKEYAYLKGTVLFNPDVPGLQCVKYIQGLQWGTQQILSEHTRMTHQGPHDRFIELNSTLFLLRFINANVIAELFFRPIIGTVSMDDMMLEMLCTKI
DAX1 inh-2: DAX1 (NR0B1) inhibition, primary screen; HEK293T StAR-luciferase reporter, SF-1/DAX-1 repression relief; AID 652010; inhibition, % at 6.8 µM; actives 1.1% (n = 370,000);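 active = inhibition above the mean over all tested compounds plus 3 SD, cut at about 3.6% in these data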;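 also: 0% = DAX-1 cells with DMSO and 100% = cells lacking DAX-1 with DMSO; higher inhibition means more luminescence from relief of DAX-1 repression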
NR1D1 modulator: modulates human Rev-erb alpha binding to DNA; Rev-erbα–FITC-DNA binding, fluorescence polarization, 90 min; actives 0.79% (n = 370,000); AID 1259318; activity, % at 10 µM;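 active = activity above about 14%, limit read from the data; passing the limit was not always enough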;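 also: 0% = DMSO wells with 35 nM protein and 100% = DMSO wells with 750 nM protein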
Target sequence (P20393 whole entry, looked up): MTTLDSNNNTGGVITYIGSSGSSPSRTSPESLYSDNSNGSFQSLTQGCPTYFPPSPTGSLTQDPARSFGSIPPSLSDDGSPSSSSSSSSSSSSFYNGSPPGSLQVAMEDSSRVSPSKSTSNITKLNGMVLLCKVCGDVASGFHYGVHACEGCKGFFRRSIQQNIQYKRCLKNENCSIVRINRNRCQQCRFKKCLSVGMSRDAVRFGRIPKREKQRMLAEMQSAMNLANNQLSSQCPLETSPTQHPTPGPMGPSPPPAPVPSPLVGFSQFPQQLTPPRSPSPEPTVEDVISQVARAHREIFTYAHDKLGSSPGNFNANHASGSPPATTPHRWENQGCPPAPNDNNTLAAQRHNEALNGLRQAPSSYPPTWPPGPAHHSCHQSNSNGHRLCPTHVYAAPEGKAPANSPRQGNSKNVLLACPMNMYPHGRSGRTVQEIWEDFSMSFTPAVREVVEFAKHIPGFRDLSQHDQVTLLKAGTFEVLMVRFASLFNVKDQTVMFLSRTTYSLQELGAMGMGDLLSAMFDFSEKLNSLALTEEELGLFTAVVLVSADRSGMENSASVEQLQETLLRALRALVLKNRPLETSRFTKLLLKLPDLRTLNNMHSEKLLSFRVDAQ
HGIII-sPLA2 inh: Inhibits HGIII-sPLA2 liposome hydrolysis, primary screen | QFRET BODIPY PC-A2 liposome hydrolysis, fluorescence | inhibition, % at 12.2 µM | actives 0.56% (n = 370,000) | AID 743126;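 active = inhibition above mean plus 3 SD of compounds lying within the high and low control bounds, cut at about 19% in these data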;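 also: 0% = median of test compound wells and 100% = no enzyme DMSO wells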
GAA850 FXN act: frataxin GAA850 promoter activation | HEK293 lucGAA850 FXN promoter luciferase reporter, 24 h; percent of 10 µM SAHA response | activation, % at 6 µM | actives 0.56% (n = 360,000) | AID 540364;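 active = activation above the average of all compounds screened plus 3 SD, cutoff fixed separately per campaign, cut at about 7.5% in these data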;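 also: 0% = DMSO wells and 100% = 10 µM SAHA wells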
hcDAF12 agonist: activators of H. contortus DAF-12 nuclear receptor | HEK293 hcDAF-12 lit1-tk-luc reporter, luminescence; 0% DMSO, 100% Δ7-dafachronic acid | actives 1.4% (n = 370,000) | activation, % at 6.8 µM;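 active = activation above the mean of all tested compounds plus 3 SD, cut at about 5.5% in these data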;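 also: 100% = response to 3 µM Δ7-dafachronic acid high control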
PG9 binder: binds the HIV-1 gp120 antibody PG9. TR-FRET gp120-PG9 antibody binding. inhibition, % at 6.7 µM. actives 0.43% (n = 360,000). AID 624416; in the data active = inhibition above about 8.5%
ssDAF-12 act: S. stercoralis DAF-12 activation, primary screen | HEK293 ssDAF-12/GRIP1 lit1-tk-luc reporter, luminescence; % of 3 µM dafachronic acid response | activation, % at 6.8 µM | actives 1% (n = 370,000) | AID 652126;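 active = activation above the mean over all tested compounds plus 3 SD, cut at about 0.9% in these data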;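 also: 0% = DMSO-only wells and 100% = 3 µM delta7-dafachronic acid wells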
hgDAF12 agonist: hgDAF-12 agonism, primary luciferase screen; HEK293 GAL4-hgDAF12 UAS-luciferase reporter, agonist luminescence; normalized to butyrate control; activation, % at 6.8 µM; actives 1.8% (n = 370,000); AID 687014;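 active = activation above a cutoff set at the mean of all screened compounds plus 3 SD, cut at about 10% in these data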;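 also: 0% = DMSO wells and 100% = sodium butyrate wells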
* marks the source's active call; other numbers are inactive results; i = inactive; . = no result given.

SMILES	PLC-beta3 inh	SMARCA2 act	DAX1 inh-1	DAX1 inh-2	NR1D1 modulator	HGIII-sPLA2 inh	GAA850 FXN act	hcDAF12 agonist	PG9 binder	ssDAF-12 act	hgDAF12 agonist
CS(=O)(=O)N(CC(N)=O)c1cccc(Br)c1	1.6	-2.4	1.8	-0.1	-1.6	3.6	-0.1	-1.3	0.5	-1.6	1.9
O=C(C1CCC(=O)N1Cc1cccnc1)N1CCN(c2ccc(F)cc2)CC1 (stereo unspecified)	2.8	-3.8	2.0	0.0	4.8	-7.5	-1.0	-2.3	-0.3	-1.3	0.5
COc1cccc(Cn2c(=S)[nH]c3ccc(N4CCOCC4)cc3c2=O)c1	i	-2.3	-0.2	-1.3	-0.7	12.5	-0.2	-1.0	-1.5	-1.5	1.2
COc1ccc(-c2oc3c4c2C(=O)OCCOC4CCC3)cc1 (stereo unspecified)	i	-0.1	.	-0.2	-4.5	-2.8	.	-0.8	-1.3	-1.4	-1.2
CCCS(=O)(=O)NCCc1cc2c(OC)ccc(OC)c2[nH]c1=O	-184.9	0.1	0.8	0.6	-2.0	1.0	2.3	-1.0	-2.5	-1.0	2.4
CCC(=O)Nc1ccc(NC(=S)NC(=O)c2oc3ccccc3c2C)cc1	3.9	0.0	-0.3	0.0	-3.5	-1.7	2.4	-4.6	-3.3	-0.3	0.3
CCN(CC)S(=O)(=O)c1cccc(-c2nnc(SCC(=O)c3cc(C)n(C)c3C)o2)c1	-2.2	-4.8	0.2	-0.7	-2.0	3.7	1.2	-1.8	1.3	-0.6	1.3
C=CC[C@@H](CC(=O)N[C@H](CO)Cc1ccccc1)C(=O)N[C@H](COC(=O)[C@@H](CC=C)Cc1ccc(F)cc1)Cc1ccccc1	1.2	-1.5	-0.1	-0.2	3.3	-18.9	-6.0	-0.8	1.0	-1.4	0.5
COc1nnc(OC)c2ccccc12	-3.4	-3.1	1.6	-0.5	-3.0	8.6	0.2	1.0	-0.7	-0.9	-1.6
COc1cc(Cn2c3ccc(NC(=S)NCc4ccc(C)cc4)cc3c(=O)n2C)ccc1F	i	1.6	.	-1.9	-4.0	-0.7	0.3	-2.5	-1.1	-1.7	-6.0
CCC(C(=O)NC1CCCC1)N(Cc1ccco1)C(=O)CNS(=O)(=O)c1ccccc1 (stereo unspecified)	-1.7	3.2	0.5	0.0	3.7	-1.8	-0.1	0.2	-2.6	-0.7	0.1
COC(=O)c1cc(OC)c(OC)cc1NC(=O)C1CCC(=O)N1S(=O)(=O)c1ccc(C)cc1 (stereo unspecified)	2.7	3.1	-0.3	-0.4	-0.5	-0.7	6.6	-1.4	-0.3	-1.4	-0.5
CCN(CC)C(=O)Cn1c(=O)n(-c2ccc(CC(=O)NCc3ccccc3)cc2)c(=O)c2sccc21	1.9	-3.8	-0.6	0.1	-2.3	-2.5	-0.6	-0.5	0.6	0.6	-2.5
CCOc1cccc(Nc2ccc([N+](=O)[O-])cn2)c1	-9.1	1.5	2.2	-0.1	-0.5	-0.5	3.0	0.0	0.9	-1.3	5.3
CC[C@H](C)[C@H]1CNC(=O)C(=O)N1CC1CCN(CC2CCC(C)CC2)CC1 (stereo partly specified)	4.5	-1.8	-1.6	3.0	-7.3	3.3	2.0	-0.7	1.5	-0.6	-0.5
COc1cccc2oc(CCc3ccccc3)cc(=O)c12	-78.0	4.0	0.2	1.2	2.2	-0.9	3.8	2.2	0.9	-1.4	2.8
c1ccc2c(-n3cccn3)cccc2c1	2.7	3.5	1.8	0.3	5.5	2.6	1.2	0.7	2.4	-1.6	3.0
N#Cc1ccc(CSc2ccccn2)c(Cl)c1	-10.3	2.1	0.4	0.4	2.4	16.2	5.2	0.8	-1.2	-0.8	2.7
O=C(COc1cccc(-n2cnnn2)c1)NC1CCCCC1	8.2	-3.4	1.5	-0.6	3.9	1.5	0.1	0.3	-0.6	-1.1	-3.7
CNC(=O)c1c(NC(=O)CCS(=O)(=O)c2ccccc2)sc2c1CCN(C(=O)OC)C2	-3.6	1.9	-0.6	-1.2	-2.2	1.1	-0.3	-2.0	-0.8	-0.7	0.7
COc1ccc(C(=O)CN2CCN(CCN3C(=O)c4cccc5cccc(c45)C3=O)CC2)cc1	-21.8	2.1	-0.5	-0.2	-7.7	2.3	-2.9	-0.9	-0.8	-0.8	-0.1
O=C(CN1C(=O)c2ccccc2C1=O)NNC1=NS(=O)(=O)c2ccccc21	1.5	1.7	-0.2	-0.2	-2.7	1.5	0.9	-0.2	1.0	-1.1	-0.9
CC(=O)N(C)c1ccc(NC(=O)Cc2cccc3ccccc23)cc1	-5.4	-0.9	0.0	-0.3	-6.4	-7.0	-0.8	-2.3	-2.1	-1.3	-0.9
Cc1ccccc1C(=O)NC1CC(C)(C)NC(C)(C)C1	4.3	0.1	0.3	-0.3	-0.3	5.9	-3.1	-0.8	1.4	-0.7	1.3
Cc1cccc(C)c1-n1c(C)nn(CC2CC2)c1=O	7.1	3.8	0.9	-0.8	3.3	5.8	0.6	-0.4	0.0	-1.7	-1.4
N#C/C(=C\c1ccc[nH]1)C(=O)Nc1ccccc1[N+](=O)[O-]	-14.6	10.7*	1.2	2.5	-16.9	1.2	6.4	3.1	-0.1	-0.1	10.2
C=CCn1c(=N)c(C(=O)NCCCOC)cc2c(=O)n3cc(C)ccc3nc21	i	1.7	1.3	0.0	-0.3	6.3	0.8	-1.1	-0.3	-1.7	2.0
CCn1c(SCC(=O)NC2CCCCC2)nnc1-c1cccnc1	-7.3	-1.5	1.7	0.5	1.3	11.2	1.4	-0.3	-1.4	-1.3	1.3
O=C(CSc1nc2c(sc3ccccc32)c(=O)n1Cc1ccco1)NCC1CCCO1 (stereo unspecified)	-1.9	-3.0	-1.0	0.2	3.1	6.2	-1.0	-0.5	1.3	-1.1	3.4
Cc1cc2cc(CNC(=O)CC(C)C)ccc2n1C	-40.3	-2.3	-0.6	-0.2	-4.7	-0.2	-2.4	-2.5	2.8	-1.6	-1.4
NC(=O)CSc1nnc(-c2ccco2)n1-c1ccc(F)cc1	0.4	0.3	1.0	0.7	-1.1	5.6	0.2	0.9	-0.7	-1.4	-1.9
CCNC(=O)CN(c1ccc(Cl)cc1)S(=O)(=O)c1ccccc1	-2.2	-2.6	1.7	-0.6	-1.5	8.2	-2.0	-1.0	1.1	-1.1	-1.1
COc1ccc(CN(C)C(=O)c2cccc(C(=O)N(C)Cc3ccc(OC)cc3)c2)cc1	-7.8	-3.7	-0.8	-0.5	4.3	-1.2	1.5	-2.0	-0.8	-1.7	-3.7
Cn1ccc(C(=O)Oc2ccc(C(=O)Nc3ccc(F)cc3F)cc2)n1	1.0	0.0	0.2	2.0	-5.1	-1.3	0.6	3.8	0.1	-0.8	5.4
COc1ccc(CC(=O)OCC(=O)Nc2c(C)n(C)n(-c3ccccc3)c2=O)cc1	2.1	0.6	0.0	-0.4	-1.9	-5.5	0.8	-1.1	0.8	-1.0	-1.8
COc1ccccc1-c1nnc(NC(=O)CCS(=O)(=O)c2ccccc2)o1	-3.5	-1.2	-0.2	1.5	0.2	0.7	2.8	0.9	1.1	-0.6	-1.1
Cc1ccccc1-n1nc2c(c1NC(=O)C1CCCC1)CS(=O)(=O)C2	0.2	-0.5	1.6	-1.2	-4.2	-1.3	-0.6	-0.5	-1.3	-1.0	0.6
COCc1cc(C)nc(NC2CC(C)(C)NC(C)(C)C2)c1C#N	-39.4	1.1	1.9	0.1	-0.7	-5.6	0.9	-0.6	-0.8	-1.5	-0.5
C[C@@H]1CC=C[C@H]2[C@H]1C(=O)N(Cc1ccccc1)[C@H]2c1ccc2ccccc2c1Br	1.1	0.3	-0.2	-0.2	3.3	-1.3	-1.1	-1.6	2.1	-1.6	-2.5
O=C(N[C@H](C(=O)N1CCC[C@H]1C(=O)NCCc1ccccc1Cl)C1CCCCC1)c1ccccc1	10.4	1.8	.	1.5	3.9	-3.4	.	-0.1	-1.2	-0.1	-3.4
COc1cccc(C2C([N+](=O)[O-])=C(N)Oc3cc(C)oc(=O)c32)c1 (stereo unspecified)	-9.9	4.2	1.7	0.1	-1.7	-5.1	0.9	0.3	-1.4	-1.4	-0.5
COc1cccc(C(CC2=CCCCC2)NC(=O)C(F)(F)F)c1 (stereo unspecified)	-0.5	-1.9	.	-0.2	3.9	-5.0	.	-0.8	-1.9	-1.3	2.1
O=C(NCCCn1ccnc1)C(=O)NCC1OCCN1S(=O)(=O)c1ccc(Cl)cc1 (stereo unspecified)	1.6	1.0	0.6	0.1	-5.3	-2.8	2.1	0.8	-0.7	-1.4	4.2
Cn1ccnc1SC(=O)N1c2ccccc2Sc2ccccc21	-5.9	0.2	-1.4	0.2	0.3	6.8	1.3	-0.7	-0.1	-0.1	9.1
CCCC1(C(=O)OCC)NC(c2ccc(OC)cc2OC)C2C(=O)N(c3ccc4c(c3)OCCO4)C(=O)C21 (stereo unspecified)	-0.5	1.2	1.1	0.3	1.6	-3.2	1.2	-0.7	2.1	-1.2	0.4
CCOc1ccc(NC(=O)COc2ccc(C(=O)NCCc3ccccc3)cc2)cc1	2.0	0.1	0.3	0.2	18.4	3.3	-1.0	0.6	-1.7	-0.2	-0.2
O=C1NC(Cc2ccccc2)c2nc3ccccc3c(=O)n2-c2ccc(Cl)cc21 (stereo unspecified)	-0.6	-1.1	.	0.0	-2.4	-0.2	.	-1.4	-0.2	-1.5	2.5
c1ccc(CN2CCC(CNc3ncnc4ccccc34)C2)cc1 (stereo unspecified)	1.3	-4.9	-2.8	-3.0	-1.9	-3.7	-3.3	-3.1	1.7	-2.2	-5.8
CCCCn1c(SCC(=O)N2CCC(C(=O)OCC)CC2)nc2cc(S(N)(=O)=O)ccc21	-1.5	0.4	-0.2	0.0	3.4	-8.3	0.0	-1.9	2.3	-1.0	-0.4
FC(F)(F)c1cc(-c2ccc(Cl)cc2)nc(NCc2cccnc2)n1	2.5	0.9	0.1	-0.7	0.9	-0.8	1.6	-0.5	-0.7	-2.0	-0.5
CN(C)S(=O)(=O)c1ccc(N2CCCC2)c(C(=O)Nc2ccc(N3CCOCC3)cc2)c1	2.3	-1.8	0.9	0.0	-1.2	-1.2	-2.6	-1.0	-4.6	-0.9	-1.9

3 consecutive compounds from above, quoted:
SMILES	PLC-beta3 inh	SMARCA2 act	DAX1 inh-1	DAX1 inh-2	NR1D1 modulator	HGIII-sPLA2 inh	GAA850 FXN act	hcDAF12 agonist	PG9 binder	ssDAF-12 act	hgDAF12 agonist
COc1cccc(C2C([N+](=O)[O-])=C(N)Oc3cc(C)oc(=O)c32)c1 (stereo unspecified)	-9.9	4.2	1.7	0.1	-1.7	-5.1	0.9	0.3	-1.4	-1.4	-0.5
COc1cccc(C(CC2=CCCCC2)NC(=O)C(F)(F)F)c1 (stereo unspecified)	-0.5	-1.9	.	-0.2	3.9	-5.0	.	-0.8	-1.9	-1.3	2.1
O=C(NCCCn1ccnc1)C(=O)NCC1OCCN1S(=O)(=O)c1ccc(Cl)cc1 (stereo unspecified)	1.6	1.0	0.6	0.1	-5.3	-2.8	2.1	0.8	-0.7	-1.4	4.2

Assay outcomes from PubChem BioAssay.
